SIAE primary: human SIAE inhibition, primary screen. AID 1053197. SIAE FP-Rh probe binding, fluorescence polarization. inhibition, % at 9.66 µM. 370,000 compounds, 0.69% hits;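 active = inhibition above a cutoff: mean of compounds within the control limits plus 3 SD of those, cut at about 17% in these data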;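 note: 0% = plate median of compound wells and 100% = probe without SIAE protein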
LEDGF integ inh: blocks HIV-1 LEDGF/p75-dependent DNA integration; TR-FRET IN-LEDGF/p75 DNA integration, Eu/Cy5; 370,000 compounds, 0.64% hits; AID 743269; inhibition, % at 3.7 µM;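 active = inhibition above the screen-wide mean plus 3 SD, cut at about 13% in these data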;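 note: signal is the Cy5 over europium emission ratio at 671 and 618 nm; 0% = plate median of compound wells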
Rev-erbA mod: modulates human Rev-erb alpha binding to DNA; Rev-erbα–FITC-DNA binding, fluorescence polarization, 90 min; 370,000 compounds, 0.79% hits; activity, % at 10 µM;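 active = activity above about 14%, limit read from the data; passing the limit was not always enough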;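 note: 0% = DMSO wells with 35 nM protein and 100% = DMSO wells with 750 nM protein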
Target sequence (P20393 whole entry, looked up): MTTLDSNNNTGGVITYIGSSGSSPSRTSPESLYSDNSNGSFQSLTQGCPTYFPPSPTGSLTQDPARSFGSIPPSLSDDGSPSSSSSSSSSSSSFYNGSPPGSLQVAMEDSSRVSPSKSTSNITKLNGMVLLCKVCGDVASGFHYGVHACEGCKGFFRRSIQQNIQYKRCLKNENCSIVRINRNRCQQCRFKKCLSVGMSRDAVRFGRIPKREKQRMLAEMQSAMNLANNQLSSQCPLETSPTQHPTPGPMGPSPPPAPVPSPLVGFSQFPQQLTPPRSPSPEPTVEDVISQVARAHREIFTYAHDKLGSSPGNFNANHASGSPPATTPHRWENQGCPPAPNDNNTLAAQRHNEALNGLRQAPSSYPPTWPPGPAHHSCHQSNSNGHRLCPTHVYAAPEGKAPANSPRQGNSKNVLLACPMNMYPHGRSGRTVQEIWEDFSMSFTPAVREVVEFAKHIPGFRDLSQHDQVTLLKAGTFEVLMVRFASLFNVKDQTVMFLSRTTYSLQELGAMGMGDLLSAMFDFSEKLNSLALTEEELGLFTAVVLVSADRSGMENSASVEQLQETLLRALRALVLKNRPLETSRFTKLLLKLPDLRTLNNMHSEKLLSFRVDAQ
ABHD4 inh: ABHD4 (mouse) inhibition, primary FP screen; Q8VD66; 370,000 compounds, 0.54% hits; purified mABHD4, FP-Rh probe fluorescence polarization; AID 720543; inhibition, % at 8.92 µM;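 active = inhibition exceeding the mean over every tested compound plus 3 SD, cut at about 30% in these data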;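 note: 0% = plate median of compound wells and 100% = S159A mutant with DMSO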
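Assay system: mABHD4 protein; medium: HEPES pH 7.0, NaCl, Pluronic buffer; dosing: 8.92 µM, single dose; schedule: 45 min + 60 min at 25 °C; signal: FP readout, ex 525 nm / em 598 nm; read-out: normalized percent inhibition of probe labeling; repeats: single replicate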
TCR-CD3 inh: inhibitors of human TCR-CD3 interaction | 360,000 compounds, 0.37% hits | inhibition, % at 9.4 µM | TAMRA-labeled TCR probe fluorescence, biochemical; in the data active = inhibition above about 19%;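 note: recombinant mutant TCR 2C K166C tagged with TAMRA read by polarization; 0% = receptor in buffer alone and 100% = receptor with positive control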
HTRA1 inh: HTRA1 (human) protease inhibition; 340,000 compounds, 0.5% hits; Q92743; recombinant HTRA1, FP-rhodamine activity-based probe, fluorescence polarization; inhibition, % at 5.96 µM; in the data active = inhibition above about 36%;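 note: 0% = enzyme with DMSO and 100% = wells lacking enzyme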
TDP2 absorb: blocks human TDP2 phosphodiesterase activity. O95551. recombinant TDP2, T5PNP hydrolysis, p-nitrophenol absorbance 415 nm. inhibition, % at 12.8 µM. 370,000 compounds, 0.34% hits;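 active = inhibition above the mean of all tested compounds plus 3 SD, set per campaign, cut at about 25% in these data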;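 note: 0% = DMSO with enzyme and 100% = buffer with substrate but no TDP2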
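Evaluation: % inhibition relative to enzyme-containing and enzyme-free wells. Material: recombinant human TDP2. Benchmarks: enzyme-free and DMSO wells. Timing: enzyme reaction with compound for 2 h at 37 °C. Compound dosing: 12.8 µM only. Measured by: p-Nitrophenol epi absorbance. Reagent: T5PNP substrate at 5 mM, a TopII-DNA adduct mimic. Replication: single well per compound.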
PG9 binder: small molecules binding HIV-1 gp120 antibody PG9; 360,000 compounds, 0.43% hits; TR-FRET gp120-PG9 antibody binding; inhibition, % at 6.7 µM; AID 624416; in the data active = inhibition above about 8.5%
PRMT1 inh: inhibitors of human PRMT1. Q99873. recombinant PRMT1, activity-based probe fluorescence polarization. inhibition, % at 2.79 µM. 370,000 compounds, 1.3% hits. AID 652257;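 active = inhibition above about 21% made by adding two undisclosed values, limit read from the data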
Target sequence (Q99873 whole entry, looked up): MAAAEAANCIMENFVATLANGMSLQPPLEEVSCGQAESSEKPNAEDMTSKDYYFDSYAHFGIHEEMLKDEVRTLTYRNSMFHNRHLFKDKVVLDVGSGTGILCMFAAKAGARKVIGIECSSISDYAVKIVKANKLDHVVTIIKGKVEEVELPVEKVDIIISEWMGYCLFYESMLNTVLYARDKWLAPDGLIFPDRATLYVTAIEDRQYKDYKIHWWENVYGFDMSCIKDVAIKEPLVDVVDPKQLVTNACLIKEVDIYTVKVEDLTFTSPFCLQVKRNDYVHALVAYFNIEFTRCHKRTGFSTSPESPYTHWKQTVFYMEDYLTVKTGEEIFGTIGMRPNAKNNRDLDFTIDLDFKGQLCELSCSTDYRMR
rCAG RNA binder: r(CAG) repeat RNA binding | TO-PRO-1 dye displacement fluorescence | inhibition, % at 3 µM | 370,000 compounds, 1.3% hits | AID 651821;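 active = inhibition above the plate cutoff, the mean of all test compounds on that plate plus 3 SD, cut at about 35% in these data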;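 note: 0% = DMSO alone and 100% = 100 µM mitoxantrone as full dye displacement; higher means more dye released from RNA so lower well fluorescence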
An asterisk follows results filed as active; · = no result given; & = joins results of further samples. A portion of the library; count on the stated rates, not on these rows.

SMILES | SIAE primary | LEDGF integ inh | Rev-erbA mod | ABHD4 inh | TCR-CD3 inh | HTRA1 inh | TDP2 absorb | PG9 binder | PRMT1 inh | rCAG RNA binder
CNC(=O)c1cnc(-c2ccccc2)nc1-c1ccccc1 | -1 | 0 | 1 | 3 | 2 | 0 | 3 | -0.1 | 0 | -3
O=C(CN1CCOCC1)Nc1ncc(Br)cc1Br | -8 | -3 | -2 | -4 | 9 | 6 | -7 | -0.6 | 4 | 7
CN1CCN(c2ccc(-c3cccc(NC(=O)COc4ccc(Cl)cc4)c3)nn2)CC1 | 0 | -2 | -7 | -1 | -3 | -12 | 8 | 0.6 | 4 | -5
CC(=O)c1c(C)[nH]c(C(=O)NC2CCCCC2)c1C | -1 | 4 | 3 | 11 | -4 | 2 | 16 | 0.7 | 1 | -3
Cc1oc2c(cc(NS(=O)(=O)c3cccs3)c3ccccc32)c1C(=O)OC(C)C | -6 | 5 | 50* | -12 | 0 | -37 | -7 | -3.0 | 2 | 37*
CN1C(=O)c2ccc(C(=O)NCc3ccccn3)cc2C1=O | -9 | 4 | 4 | -6 | 3 | 8 | 9 | -1.0 | -2 | -1
CCN(C(=O)c1c(N)cnn1C)c1ccccc1 | 7 | 1 | 4 | 5 | 0 | 1 | 8 | 0.4 | -2 | 0
Cc1cc(C)c(S(=O)(=O)N2CCC(C(=O)NCc3ccco3)CC2)c(C)c1 | 4 | 1 | -6 | -4 | 9 | 1 | 6 | -1.2 | 0 | -7
Cc1ccc(Cl)cc1N1CCN(C(c2cccnc2)c2nnnn2C2CCCCC2)CC1 (configuration not stated) | 2 | -1 | 0 | 3 | -2 | -7 | 0 | 0.1 | 0 | 0
O=C(Nc1ccc(Cl)cc1)Nc1ccc(N2CCOCC2)cc1 | 5 | -1 | 7 | -6 | 5 | 8 | -15 | 1.7 | 2 | 4
CC(=O)N1c2ccc(S(=O)(=O)NCCC(=O)NC3CCCC(C)C3C)cc2CC1C (configuration not stated) | 0 | 3 | -1 | -2 | 1 | 9 | 5 | -0.3 | 0 | -5
O=C1Nc2ccccc2C1=Nc1ccc(-c2nnc3n2CCCCC3)cc1 | -4&-1 | 0&-2 | -7&-4 | -6&1 | -1&5 | 2&4 | -5&0 | -0.3&-0.1 | 7&0 | 4&3
C=CCn1c(SCC(=O)c2[nH]c(C)c(C(=O)OCC)c2C)nc2scc(-c3ccc(OC)cc3)c2c1=O | -10 | -2 | 16 | -6 | 5 | 0 | -4 | 2.3 | -1 | 4
CCOC(=O)c1ccc(S(=O)(=O)N2CCN(Cc3cc4c(cc3O)OCO4)CC2)cc1 | 6 | -8 | 1 | 7 | 2 | 7 | -2 | -1.0 | 11 | 2
O=C(O)c1ccc2c(c1)C(=O)N(c1ccccc1-c1ccccc1)C2=O | 0 | 2 | 0 | 5 | 3 | -1 | -3 | -0.2 | -2 | 0
COCCNC(=O)C1(C)Cc2c(-c3cccc(C(N)=O)c3)ccnc2O1 (configuration not stated) | -6 | 1 | -2 | 3 | 2 | · | 0 | 2.6 | -1 | 2
CC1(C)CC(=O)C=C(C#CC2CC2)C1 | -1 | -1 | 0 | 4 | 3 | · | 2 | -0.8 | 2 | 6
COc1ccccc1N1C(=O)CC(Sc2nccc(C)n2)C1=O (configuration not stated) | 4 | -2 | -3 | 6 | 7 | -1 | 7 | 0.8 | 5 | -3
COc1ccc(NS(=O)(=O)c2cccc(NC(=O)CCC(=O)c3cccs3)c2)cc1 | -5 | 0 | -6 | -4 | -1 | -3 | 7 | -2.8 | -1 | 6
COCCCNC(=O)CC1C(=O)N(Cc2ccccc2)C(C)c2nc3ccccc3n21 (configuration not stated) | 1 | -1 | 0 | -2 | -3 | 3 | -12 | -0.8 | 0 | 2

Some of the entries above in another layout:
| Compound | SIAE primary | LEDGF integ inh | Rev-erbA mod | ABHD4 inh | TCR-CD3 inh | HTRA1 inh | TDP2 absorb | PG9 binder | PRMT1 inh | rCAG RNA binder |
| --- | --- | --- | --- | --- | --- | --- | --- | --- | --- | --- |
| COc1ccc(NS(=O)(=O)c2cccc(NC(=O)CCC(=O)c3cccs3)c2)cc1 | -5 | 0 | -6 | -4 | -1 | -3 | 7 | -2.8 | -1 | 6 |
| COCCCNC(=O)CC1C(=O)N(Cc2ccccc2)C(C)c2nc3ccccc3n21 (configuration not stated) | 1 | -1 | 0 | -2 | -3 | 3 | -12 | -0.8 | 0 | 2 |

In the list so far, these have a furan ring, fused or not.
SMILES | SIAE primary | LEDGF integ inh | Rev-erbA mod | ABHD4 inh | TCR-CD3 inh | HTRA1 inh | TDP2 absorb | PG9 binder | PRMT1 inh | rCAG RNA binder
Cc1oc2c(cc(NS(=O)(=O)c3cccs3)c3ccccc32)c1C(=O)OC(C)C | -6 | 5 | 50* | -12 | 0 | -37 | -7 | -3.0 | 2 | 37*
Cc1cc(C)c(S(=O)(=O)N2CCC(C(=O)NCc3ccco3)CC2)c(C)c1 | 4 | 1 | -6 | -4 | 9 | 1 | 6 | -1.2 | 0 | -7

An excerpt from above with just LEDGF integ inh:
canonical_smiles	LEDGF integ inh
COCCCNC(=O)CC1C(=O)N(Cc2ccccc2)C(C)c2nc3ccccc3n21 (configuration not stated)	-1
COCCNC(=O)C1(C)Cc2c(-c3cccc(C(N)=O)c3)ccnc2O1 (configuration not stated)	1

Later entries
SMILES | SIAE primary | LEDGF integ inh | Rev-erbA mod | ABHD4 inh | TCR-CD3 inh | HTRA1 inh | TDP2 absorb | PG9 binder | PRMT1 inh | rCAG RNA binder
CCOC(=O)N1CCN(C(=O)CSc2nnc3[nH]c(=O)c(C)c(C)n23)CC1 | -1 | 5 | 4 | -4 | 2 | -5 | -11 | -2.6 | 1 | 2
CCOC(=O)C1CCN(C(=O)c2ccccc2NC(=O)c2ccc(Cl)cc2)CC1 | 1 | 1 | 1 | 0 | -9 | 2 | 6 | -0.5 | 0 | -2
CC(=O)N1CCC(N(C(=O)Nc2c(F)cccc2F)C(C)C)CC1 | 2 | 20* | -1 | 9 | 3 | 9 | -7 | -0.5 | -1 | 2
CCCCn1c(N)c(N(CCOC)C(=O)CSc2nnc(-c3ccc(F)cc3)n2N)c(=O)[nH]c1=O | 1 | 4 | -1 | 1 | 3 | 6 | -3 | -0.1 | 2 | -1
CCOC(=O)c1ccc(COC(=O)c2cc3ccccc3oc2=O)o1 | 4 | 4 | -1 | -3 | 1 | -1 | -14 | 0.4 | 1 | 2
CC1CC(C)CN(C(=O)C(NS(=O)(=O)c2ccc3c(c2)oc(=O)n3C)C(C)C)C1 (configuration not stated) | 2 | 1 | -7 | -5 | 1 | 0 | -8 | -1.6 | 14 | -1
COc1ccccc1NC(=O)CSc1nnc(C)n1Cc1ccccc1 | 5 | -2 | -1 | 6 | 3 | 1 | -7 | -0.3 | 0 | -11
COc1ccc(C2=NOC(C)(c3nnc(-c4ccncc4)o3)C2)cc1 (configuration not stated) | 0 | -1 | -3 | -1 | 6 | 6 | 3 | 0.5 | 1 | -2
NS(=O)(=O)c1ccc(N/N=C/c2ccccn2)c([N+](=O)[O-])c1 | 3 | -2 | 2 | -3 | 1 | 2 | -1 | -1.4 | 3 | 4
Cc1ccc(NC(=O)C2CCN(S(=O)(=O)c3cccc4nonc34)CC2)cc1 | 0 | 0 | -2 | 0 | 4 | 3 | -17 | -1.6 | -5 | 3
COc1ccc2[nH]c(C(=O)O)c(NS(=O)(=O)c3ccc(OC)c(OC)c3)c2c1 | 1 | -6 | -1 | 11 | -1 | 16 | -5 | 0.9 | 8 | 22
S=C(NCCCn1ccnc1)Nc1ccc(Cl)cc1Cl | 2 | -6 | -6 | 3 | -4 | 0 | -4 | -1.5 | 2 | 1
Cc1cccc(N2CCN(C(=O)c3ccc4c(c3)OCCO4)CC2)c1C | -3 | -8 | 4 | 2 | -2 | -16 | -15 | 0.8 | 2 | -9
Cc1cccc(N(O)C(=O)Nc2cccc(Cl)c2)c1 | 6 | -3 | 1 | -3 | -1 | 4 | 6 | -3.2 | 2 | 2
O=C(O)c1cc(S(=O)(=O)Nc2ccc3cn[nH]c3c2)ccc1Cl | 0 | -6 | -4 | 11 | -1 | 6 | 2 | 2.0 | 3 | 6
CCCOc1c(Br)cc(C(=O)NCC)cc1OC | 5 | -2 | 5 | 1 | 5 | 10 | -5 | -0.2 | -1 | 1
CN1C(=O)c2ccccc2Sc2ccc(NC(=O)N3CCCC3)cc21 | -23 | -2 | 1 | -9 | 8 | -5 | -2 | -0.1 | -2 | 2
CCCC1(C)SC(NC(C)=O)=NN1C(C)=O (configuration not stated) | -4 | 3 | 3 | -3 | -4 | -2 | 4 | -0.8 | -1 | 5
O=C(Nc1ccc(F)cc1F)c1ccccc1-c1ccccc1 | 5 | 5 | 4 | -7 | 0 | -4 | -11 | -0.9 | -1 | 1
Cc1ccc(C(=O)NCCSc2ccc(Cl)cc2)cc1[N+](=O)[O-] | -4 | 1 | -5 | -12 | -1 | -27 | 6 | 0.6 | 1 | 0
O=C(CNc1ccc(C(F)(F)F)cc1[N+](=O)[O-])OCC(=O)c1ccccc1 | -3 | -4 | 2 | -5 | -1 | -8 | 8 | -1.1 | 4 | 1
O=C(CCC(=O)c1ccc(Cl)cc1)OCc1nc2ccsc2c(=O)[nH]1 | 2 | 2 | 0 | -9 | -9 | 2 | -13 | -1.6 | -2 | 6
Cc1cccc(C)c1OCC(=O)Nc1cccc(-c2nnc(-c3ccccc3)o2)c1 | 4 | -2 | -1 | -2 | -4 | -9 | -1 | -1.9 | 1 | -1
COc1ccc(N2C(=O)C(CC(=O)O)S/C2=N\N=C\c2cccs2)cc1 (configuration not stated) | 2 | -1 | 2 | 9 | 4 | -1 | -5 | -0.9 | -2 | 6
Cc1ccc(S(=O)(=O)N2[C@H](CC(=O)c3cccs3)OC[C@@H]2C(C)C)cc1 | -5 | 2 | 4 | -14 | 3 | · | -6 | 0.1 | -2 | 4
O=C(Cc1ccc2c(c1)OCCO2)Nc1cc(C(F)(F)F)ccc1N1CCOCC1 | -3 | -3 | -2 | -4 | -8 | -6 | -2 | 1.7 | 4 | -9
CCC(=O)c1ccc(-c2ccccc2)cc1 | 1 | -1 | 7 | 0 | 1 | -4 | -8 | -0.3 | -1 | 0
CC(CCN1C(N(C)C)=NC[C@@H]1C)c1ccccc1 (some centres not stated) | 0 | 1 | -1 | 0 | -8 | 0 | 8 | 0.0 | -3 | -1
O=C(NCc1ccccc1)Nc1cccn(Cc2ccccc2F)c1=O | -4 | 3 | 5 | 10 | 0 | -10 | 1 | -1.2 | -2 | -5
N#C/C(=C\c1ccc([N+](=O)[O-])o1)c1nc2ccccc2[nH]1 | 5 | 0 | 4 | 4 | 9 | · | 6 | -6.1 | -1 | 0
CCOC(=O)c1c(NC(=O)CSc2nc3ccccc3s2)sc(C(C)=O)c1C | -6 | 1 | 25* | -7 | -4 | -33 | -1 | -1.0 | -3 | 7
